# NCI-60 one-dose screen, 48 h, at 10 µM unless noted. Numbers give growth in % (100 = growth as untreated, 0 = no growth, -100 = all killed).
# SK-MEL-5: SK-MEL-5 melanoma. 80,000 tested, 6.4% active. AID 1794755
# EKVX: EKVX NSCLC; AID 1794765; 71,000 tested, 3% active
# A549/ATCC: A549/ATCC NSCLC; 81,000 tested, 3.7% active
# LOX IMVI: LOX IMVI melanoma. 79,000 tested, 7.4% active
# CCRF-CEM: CCRF-CEM leukemia; 77,000 tested, 7% active; AID 1794778
# M14: M14 melanoma. 80,000 tested, 6.2% active. AID 1794745
# HOP-62: HOP-62 NSCLC. 80,000 tested, 3.9% active. AID 1794735
# HOP-92: HOP-92 NSCLC cells. AID 1794738. 71,000 tested, 6.3% active
# An asterisk follows results filed as active; . = no result given; & = joins results of further samples; ! = not confirmed by another sample; [ ] = another dose, or the depositor's remark. The calls were made as follows: active = growth percent below 10; inactive = the rest.
SMILES,SK-MEL-5,EKVX,A549/ATCC,LOX IMVI,CCRF-CEM,M14,HOP-62,HOP-92
O=C(CBr)OCCCc1ccccc1,109.6,101.9,103.4,102.0,108.4,104.8,101.4,.
c1ccc(C(=C(c2ccc(OCCN3CCCCC3)cc2)c2ccc(OCCN3CCCCC3)cc2)C2CCCC2)cc1,-100.0*,21.4,-17.9*,-100.0*,-60.4*,-44.4*,-10.9*,-61.0*
Cc1ccc2oc(=O)cc(CSc3nc4ccc([N+](=O)[O-])cc4[nH]3)c2c1,99.7,95.8,101.9,99.2,98.4,100.0,101.8,94.4
Cn1cnc2c(N3CCN(C(=O)OCc4ccc5cccc(O)c5n4)CC3)nc(Cl)nc21,84.4,81.1,103.6,100.1,85.9,100.5,100.4,80.9
COC(=O)/C=C1\S/C(=N\Nc2ccc([N+](=O)[O-])cc2[N+](=O)[O-])N(Cc2ccccc2)C1=O,98.4,101.9,96.6,97.0,85.1,102.9,101.2,99.8
Nc1nc2c(C(=O)Nc3ccc(Cl)cc3)c(Nc3ccccc3)nn2cc1-c1nc2ccccc2s1,100.2,96.2,106.9,95.4,97.7,98.3,.,88.8
O=C(NCCN1CCOCC1)n1cc(-c2ccncc2)c(-c2ccc(O)c(Cl)c2)n1,104.3,112.2,106.4,104.3,91.7,108.4,95.5,.
Cc1ccccc1Nc1cc(Cl)nc(N)n1,95.1,92.8,106.2,97.4,99.0,105.2,101.5,97.0
CC/C(=C(\c1ccc(O)cc1)c1ccc(OCCN(C)C(=O)COCCOCCNC(=O)c2cccc3c2CN(C2CCC(=O)NC2=O)C3=O)cc1)c1ccccc1 (stereo not drawn),98.4,107.0,99.4,99.5,99.8,108.7,102.2,101.7
O=C1CC=C2C3CC4N(CCC45c4ccccc4N1C25)C/C3=C\CBr (stereo not drawn),97.2,.,91.0,101.6,94.0,107.9,102.6,.
c1ccc(N2CCN(c3nc(-c4cccnc4)nc4sc5c(c34)CCCCCC5)CC2)cc1,91.0,.,91.6,102.6,88.6,108.4,110.7,76.8
CCOC(=O)c1c(C)nc(Nc2nc3ccccc3s2)nc1-c1ccc(Cl)cc1Cl,102.1,.,98.3,101.7,99.1,100.7,87.3,94.2
O=C(Cc1c(-c2ccccc2[N+](=O)[O-])n(-c2ncnc3c2c(-c2ccccc2)cn3-c2ccc(Cl)c(Cl)c2)[nH]c1=O)c1ccc(Cl)c(Cl)c1,89.0,63.4,93.5,87.0,81.7,102.8,77.9,76.5
OCc1cccc(O)c1,102.3,98.8,98.9,98.0,94.0,105.1,102.4,105.6
COc1ccc(Cc2nnc(SCC(=O)Nc3ccc(Cl)cc3)n2-c2ccccc2)cc1,96.6,.,101.9,88.2,78.6,.,91.7,70.4
CCOC(=O)c1sc2ccc(NCc3nc[nH]c3C)cc2c1NC(=O)c1cc(OC)c(OC)c(OC)c1,96.9,.,101.1,67.9,52.2,96.8,93.9,75.1
CC1(C)CC[C@]2(CO)CC[C@]3(C)[C@@H](NCC[C@@H]4[C@@]5(C)CCCNC(C)(C)[C@@H]5CC[C@]43C)[C@@H]2C1,89.0,96.0,105.6,97.3,100.6,105.9,99.5,69.3
CCN(CC)Cc1cc(Cc2ccccc2)ccc1O,99.8,91.8,98.5,94.1,106.8,102.0,93.8,94.9
CCCCc1nc(Cl)c(C2CC(c3ccc(Cl)cc3)=NN2c2cc(Cl)cc(Cl)c2)[nH]1 (stereo not drawn),69.1,57.8,8.6*,67.2,51.6,93.6,52.9,94.0
CC(C)=CCc1c(O)c(C(=O)CC(C)COC(=O)/C=C/c2ccccc2)c(O)c2c(-c3ccccc3)cc(=O)oc12 (stereo not drawn),50.2,77.2,82.0,86.1,64.8,88.2,102.8,29.4
Cc1cc(C)c2c(n1)sc1c(Nc3onc4ncccc34)ncnc12,92.9,.,91.0,91.7,94.6,99.4,85.6,87.5
CCOC(=O)c1cn2c3c(cccc3c1=O)C(=O)/C(=C/c1ccccc1)C2,103.2,100.7,95.6,95.0,91.9,102.5,98.2,78.6
CCOC(=O)C1=Cc2c(-c3cc(Cl)ccc3O)n[nH]c2C(C)(C)C1,88.2,109.7,98.3,80.7,79.5,102.1,107.9,100.7
Cc1cc(Br)ccc1N=c1scc(-c2ccc(Cl)cc2)n1C,86.4,.,77.0,98.2,82.7,99.1,88.7,85.0
O=C(Nc1c(Cl)cccc1Cl)Oc1cccc2cccnc12,55.9,-10.0*[100 µM],38.0,33.1,8.1*[100 µM],40.0,47.5,53.2
C(=N/NC1=NCCN1)/c1ccnc2ccccc12,103.6,.,101.2,93.8,.,102.7,105.5,97.3
COc1ccc(OC)c(/C=C2/C(=O)Cc3ccccc32)c1,98.3,99.7,88.5,92.1,95.9,88.4,84.8,67.3
Cc1ccccc1NC(=O)/C=C\C(=O)O,104.9,101.7,101.3,93.2,96.6,108.9,90.2,100.3
CC(C)(C)c1ccc(SCC(=O)O)cc1,100.8,107.6,98.5,99.0,.,102.0,106.0,116.3
CC(C)OC(=O)Nc1cccc([N+](=O)[O-])c1,101.0,98.8,95.7,90.6,46.8,100.4,94.4,.
S=c1sc2c(Cl)nc(-c3cccnc3)nc2n1-c1ccccc1,76.3,89.6,79.9,-52.0*,-31.7*,33.0,27.8,25.3
COc1cc2ncnc(Nc3ccc(O[C@H]4CO[C@H]5[C@@H]4OC[C@@H]5O)c(Cl)c3)c2cc1OC,96.8,64.4,88.7,86.0,101.6,96.7,86.4,39.5
NC1=Nc2ccccc2N(O)N1,105.2,95.4,74.3,96.8,105.1,103.0,80.9,106.5
Cc1nn(-c2ccccc2)c(Cl)c1/C=C/C(=O)c1ccc(F)cc1,91.7,93.1,83.8,76.5,4.5*,80.6,89.5,88.1
BrC(Br)(Br)COCOCC(Br)(Br)Br,83.1,89.2,93.1,55.1,99.3,101.2,88.1,76.6
COc1cc(C)cc2oc3oc(=O)c(-c4csc(-c5c[nH]c6ccccc56)n4)cc3c(=O)c12,98.1,115.9,115.3,92.8,107.8,96.4,93.9,104.8
CCc1nnc2n1N=C(c1ccc(Cl)cc1)CS2,99.1,91.8,94.0,97.4,89.8,105.8,112.3,.
CCOC(=O)c1ccc(N=Cc2sc(Nc3ccc(Cl)cc3)nc2O)cc1,99.5,79.4,103.3,96.1,99.7,97.3,92.6,82.3
CCOc1ccc(N=Cc2ccc([N+](=O)[O-])cc2)c(O)c1,57.6,91.4,59.0,80.0,108.0,87.4,96.6,114.4
Oc1ccc2c(c1)OCCOCCOc1cc(O)ccc1OCCO2,93.7,108.3,.,93.8,88.9,95.3,97.9,79.7
c1ccc(N2CCN(c3nc(-c4ccccn4)nc4sc5c(c34)CCCCCC5)CC2)cc1,.,.,31.8,57.8,69.0,72.9,63.8,73.2
Cc1cccc(C)c1NC(=O)Cn1c(-c2cncs2)nc2ccccc21,102.3,.,89.2,87.4,95.2,.,83.3,78.7
COc1cc(Cc2cc(-c3ccccc3)n[nH]c2=O)cc(OC)c1OC,50.4,43.6,53.5,45.5,.,18.4,73.0,35.8
Cc1ccc(NC(=O)C(Cl)Cl)cc1,99.4,109.4,90.8,99.6,100.3,109.0,98.4,98.2
Cc1cccc2c(=O)c3c(sc12)c(N1CCNCC1)nc1ccccc13,80.2,68.9,78.3,10.3,62.4,74.0,73.6,53.7
O=C1N(c2ccccc2)c2ccccc2[C@]12Oc1ccccc1[C@H]1CC(c3ccc(F)cc3)=NN12,79.5,29.0,64.8,68.9,58.1,95.4,88.3,75.0
COc1ccc(C(=O)/C=C/c2ccc(OCc3ccccc3)c(OC)c2)cc1OC,34.9&66.1,80.4&54.7,14.4&13.6,34.3,9.4*!,62.3&83.1,35.3&31.4,38.3&11.5
O=[N+]([O-])c1ccc(/C=N/NC2=NCCN2)cc1,105.9,92.5,101.9,110.4,101.7,107.1,101.4,97.2
COc1ccc(OC)c(C2=NN(c3ccc(S(N)(=O)=O)cc3)C(c3ccc(Cl)cc3)C2)c1 (stereo not drawn),63.9,.,52.6,66.7,42.1,79.5,93.6,26.8
CC(=O)c1cc(C)ccc1C,120.8,90.6,96.8,107.4,101.8,107.9,80.4,.

# Next part.
SMILES,SK-MEL-5,EKVX,A549/ATCC,LOX IMVI,CCRF-CEM,M14,HOP-62,HOP-92
C(=N\Nc1nc(-c2ccccc2)cs1)/c1cccs1,69.0,56.0,83.9,90.3,87.6,68.2,67.6,75.9
COC(=O)/C=C1\S/C(=N\NC(=O)c2cc3ccc2/C=C\c2ccc(cc2)/C=C\3)N(Cc2ccccc2)C1=O,82.3,77.7,77.0,6.2*,3.8*,63.4,77.2,75.5
NS(=O)(=O)c1ccc(-n2ncc3c(NC4CCCCC4)ncnc32)cc1,88.1,101.8,83.0,80.8,82.3,98.2,101.2,47.4
COc1ccccc1N1CCN(Cc2c[nH]c3c(N4CCCCC4)ncnc23)CC1,77.8,94.9,94.7,87.2,88.6,92.4,75.6,.
COc1cc(-c2nc(SCC(C)C)nc(Nc3ccccc3)c2C#N)cc(OC)c1OC,94.1,95.3,85.7,97.4,97.2,97.3,96.0,84.0
NC(=O)c1cc(-c2ccc3ncnc(N4CCc5cc(F)c(Cl)cc54)c3c2)cnc1N,52.1,13.6,16.9,24.0,21.0,38.3,27.9,15.8
O=C(/C=C/c1cn(-c2ccccc2)nc1-c1ccc(Br)cc1)NNC(=O)Nc1ccc(Cl)cc1,112.4,94.5,104.6,91.1,92.1,95.9,96.8,88.9
O=C1NC(=O)C(C2CCCC2)N1 (stereo not drawn),100.1,97.4,93.7,101.9,20.3,96.9,105.8,86.4
c1ccc(-c2nc3sc(C(c4ccccc4)c4ccccc4)nn3c2-c2ccccc2)cc1,109.3,89.8,85.3,89.4,100.0,92.0,89.9,77.9
CSc1ccccc1C#Cc1ccccc1C#CCCCCN1CCCCC1=O,102.9,131.9,119.2,96.2,99.5,103.5,97.1,58.5
Cc1ccc(C2C=CC(C#N)=CN2Cc2ccccc2)cc1 (stereo not drawn),96.4,.,93.4,90.8,.,100.4,93.5,71.1
O=C(/C=C/c1ccccc1)n1nc(-c2ccccc2)nc1-c1ccccc1,102.2,.,100.0,95.9,102.5,98.9,97.9,90.2
COc1cnc2c(c1)C(=O)c1c-2n(CCCBr)c(=O)c2cc([N+](=O)[O-])ccc12,-82.6*,34.2,2.7*,-54.2*,8.2*,3.3*,3.9*,26.5
Nc1nc(N)c2nc(CO)cnc2n1,101.9,110.7,93.6,96.4,73.6,91.7,96.8,93.8
COc1ccc(/C(C)=C(\c2ccc(OCCN3CCCCCC3)cc2)c2ccc(OC(=O)C3CCCCC3)cc2)cc1,-99.7*,-25.3*,-32.9*,-93.5*,-31.5*,-70.4*,-73.4*,-88.9*
N#CCCCOc1ccc(Cl)cc1Cl,111.7,66.8,103.0,101.5,100.2,105.8,95.4,.
C/C(=N\NC(=S)Nc1ccccc1)c1nnn(-c2ccc(Br)cc2)c1C,72.6,63.7,68.7,48.6,39.7,56.4,55.5,72.3
CNC(=O)SCc1ccc(Cl)cc1,104.1,111.7,90.4,100.0,84.0,94.4,.,99.2
CCOc1ccccc1-n1c(C2=C(O)c3ccccc3C2=O)nnc1-c1ccccc1,95.7,99.5,94.4,90.8,97.4,121.1,89.6,91.2
O=C(CSc1cc[n+](CCCCCCO)c2ccccc12)n1ccc2ccccc21,96.3,98.3,102.5,106.9,99.1,87.2,95.9,83.7
CCOC(=O)c1c(NCC(=O)Nc2ccc(Br)cc2)sc(C(C)=O)c1C,101.6,89.5,106.1,99.1,108.4,93.7,98.0,93.7
C#CCOc1ccc(/C=N/Nc2nc(-c3ccc(OC)cc3)cs2)cc1,70.1,62.8,77.0,89.7,76.1,93.1,97.6,68.6
O=[N+]([O-])c1ccc(F)cc1,107.3,111.3,98.8,102.6,82.9,103.2,101.8,79.8
C/C(=N\Nc1ccc(S(N)(=O)=O)cc1)c1cnn(-c2cc(=O)[nH]c3ccc(Br)cc23)c1C,55.0,72.1,100.4,38.2,8.2*,73.0,63.4,-2.5*
O=C(Cn1nnc2ccccc21)N/N=C/c1ccc[nH]1,102.8,107.4,98.6,99.8,113.3,108.7,102.6,98.1
COc1ccc(Oc2nc(Nc3ccc(N4CCOCC4)cc3)ncc2NC(=O)c2cc(OC)c(OC)c(OC)c2)cc1,92.1,93.1,91.3,101.1,69.5,122.7,99.9,84.2

# A different layout for part of the listing above:
> c1ccc(-c2nc3sc(C(c4ccccc4)c4ccccc4)nn3c2-c2ccccc2)cc1
  SK-MEL-5: 109.3; EKVX: 89.8; A549/ATCC: 85.3; LOX IMVI: 89.4; CCRF-CEM: 100.0; M14: 92.0; HOP-62: 89.9; HOP-92: 77.9
> CSc1ccccc1C#Cc1ccccc1C#CCCCCN1CCCCC1=O
  SK-MEL-5: 102.9; EKVX: 131.9; A549/ATCC: 119.2; LOX IMVI: 96.2; CCRF-CEM: 99.5; M14: 103.5; HOP-62: 97.1; HOP-92: 58.5
> Cc1ccc(C2C=CC(C#N)=CN2Cc2ccccc2)cc1 (stereo not drawn)
  SK-MEL-5: 96.4; EKVX: .; A549/ATCC: 93.4; LOX IMVI: 90.8; CCRF-CEM: .; M14: 100.4; HOP-62: 93.5; HOP-92: 71.1
> O=C(/C=C/c1ccccc1)n1nc(-c2ccccc2)nc1-c1ccccc1
  SK-MEL-5: 102.2; EKVX: .; A549/ATCC: 100.0; LOX IMVI: 95.9; CCRF-CEM: 102.5; M14: 98.9; HOP-62: 97.9; HOP-92: 90.2

# Screens deposited in PubChem BioAssay by NCI.
